Screening data: PubChem, several laboratories
SKKanGAS inh: inhibitors of SKKanGAS S. pyogenes growth in kanamycin (SK-promoter or general growth effect). inhibition, % at 7.5 µM. BacTiter-Glo, 6 h. 1.3% of 300,000 active;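 active means mean replicate score, as percent of positive control median, at least 50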;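 further: strain carries kanamycin resistance gene driven by streptokinase promoter and grows in 40 µg/ml kanamycin; loss of luminescence reflects streptokinase promoter inhibition or plain growth inhibition; 0% = median of DMSO wells and 100% = positive control at its reference dose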
HIF act: HIF pathway transcriptional activation; 0.32% of 300,000 active; U2OS HRE-luciferase reporter, luminescence; normalized: DMSO 0%, desferrioxamine 100%; activation, % at 7.5 µM (by protocol);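 active means mean activation of at least 10% of the iron chelator positive control signal, with at least half of replicates also reaching 10%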
TRPC6 inhibitor: inhibitors of mouse TRPC6 channel. Q61143. HEK293-TRPC6, membrane potential dye, ACh-evoked depolarization; stronger effect = lower value. B-score at 10 µM. 1.1% of 310,000 active;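 active means B-score under library mean minus 3 SD, initial fluorescence not abnormally high, positive integrated signal ratio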;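 further: B-score derived from integrated fluorescence ratio over the kinetic read; more negative B-score means stronger inhibition of depolarization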
MrgX1 ag: human MrgX1 receptor agonism, primary screen; B-score at 10 µM; 0.44% of 310,000 active; Q96LB2; AID 588627; MrgX1-HEK293 cells, Fluo-4 calcium fluorescence, agonist mode; stronger effect = higher value;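 active means calcium response B-score plate-corrected fluorescence ratio at least 3 library SD, with starting fluorescence B-score inside 5 SD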
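Test system: Stable human MrgX1 HEK293 cell line | Schedule: Overnight plating before 1 h dye loading | Read-out basis: Baseline-normalised fluorescence change ratio, B-scored | Detection: Kinetic calcium dye fluorescence, Fluo-4 NW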
MrgX1 allo act: human MrgX1 positive allosteric modulation, primary screen; MrgX1-HEK293, Fluo-4 calcium flux, FDSS; stronger effect = higher value; B-score at 10 µM; 0.63% of 310,000 active; AID 588675;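 active means plate-corrected calcium response at least 3 library SD above typical, normal starting fluorescence, not activating the receptor alone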;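 further: compound read alongside a low EC10 to EC30 dose of BAM8-22 agonist; peak minus trough fluorescence over baseline measured at the second addition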
RGS4 block: human RGS4 inhibition; 0.45% of 310,000 active; P49798; HEK293 M3R/RGS4 inducible, Fluo-4 calcium flux; stronger effect = higher value; triggered by carbachol at its EC20; B-score at 10 µM;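 active means B-score, a plate-corrected calcium signal, over three deviations above library mean, with baseline fluorescence within five deviations of library mean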;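 further: RGS4 expression induced by doxycycline in cells with stable M3 receptor; B-score is computed from the integrated fluorescence ratio over baseline after carbachol; higher B-score means a larger calcium signal and so more RGS4 inhibition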
TRPC4 block: TRPC4 (mouse) channel inhibition; HEK293 TRPC4beta/mu-opioid, DAMGO-evoked Fluo4 calcium flux; stronger effect = lower value; B-score at 10 µM; 0.39% of 300,000 active; AID 2247;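 active means B-score over 3 SD under the library average, no early fluorescence shift, positive overall ratio signal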
Target sequence (Q9QUQ5 whole entry, looked up): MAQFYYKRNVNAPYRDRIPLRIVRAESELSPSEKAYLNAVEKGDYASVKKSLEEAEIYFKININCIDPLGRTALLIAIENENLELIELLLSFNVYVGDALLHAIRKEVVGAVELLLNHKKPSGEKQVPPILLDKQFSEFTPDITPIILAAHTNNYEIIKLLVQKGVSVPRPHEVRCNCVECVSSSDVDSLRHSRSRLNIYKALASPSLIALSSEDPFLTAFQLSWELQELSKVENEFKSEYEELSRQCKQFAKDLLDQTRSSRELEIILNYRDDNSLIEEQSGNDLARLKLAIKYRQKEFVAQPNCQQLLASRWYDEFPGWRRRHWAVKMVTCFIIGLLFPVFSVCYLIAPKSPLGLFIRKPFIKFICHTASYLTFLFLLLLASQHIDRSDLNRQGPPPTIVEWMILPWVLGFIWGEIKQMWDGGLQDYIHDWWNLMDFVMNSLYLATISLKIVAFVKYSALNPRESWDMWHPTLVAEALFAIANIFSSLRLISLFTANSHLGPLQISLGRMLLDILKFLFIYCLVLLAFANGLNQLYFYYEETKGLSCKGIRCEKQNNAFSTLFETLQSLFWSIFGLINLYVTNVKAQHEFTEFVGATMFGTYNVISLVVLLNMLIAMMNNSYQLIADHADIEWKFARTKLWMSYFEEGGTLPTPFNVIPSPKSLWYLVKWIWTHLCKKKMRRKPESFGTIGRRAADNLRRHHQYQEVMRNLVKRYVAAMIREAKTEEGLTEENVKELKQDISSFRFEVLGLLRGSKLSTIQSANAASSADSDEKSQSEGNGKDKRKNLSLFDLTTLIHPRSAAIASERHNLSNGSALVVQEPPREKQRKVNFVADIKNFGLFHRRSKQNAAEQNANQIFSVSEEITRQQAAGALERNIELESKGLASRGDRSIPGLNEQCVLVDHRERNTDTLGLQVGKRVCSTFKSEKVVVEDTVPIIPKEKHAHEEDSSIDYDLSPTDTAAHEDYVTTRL
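Material: HEK293 cells with stable TRPC4beta plus mu-opioid receptor expression; probe or stimulus: DAMGO in two steps, submaximal then maximal; technique: Fluo4 calcium fluorescence by kinetic imaging, 5 s 1 Hz baseline; measure: integrated fluorescence ratio relative to baseline, converted to per-well B score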
MrgX1 antagonist: blocks BAM8-22 activation of human MrgX1 receptor; 1.3% of 310,000 active; MRGX1-HEK293 calcium flux, Fluo-4, BAM8-22 antagonism; stronger effect = lower value; Q96LB2; B-score at 10 µM;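 active means calcium-response B-score plate-corrected more than 3 library SD below zero, starting fluorescence within 5 deviations, no agonist response on first addition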;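 further: peak minus trough fluorescence over baseline after final BAM8-22 challenge near maximal dose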
TRPC6 act: mouse TRPC6 channel activation; Q61143; HEK293-TRPC6 membrane potential dye fluorescence; stronger effect = higher value; B-score at 10 µM; 0.13% of 310,000 active; AID 2550;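 active means B-score of the integrated fluorescence ratio above library mean plus 3 SD, and starting fluorescence ratio within library mean plus 5 SD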;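 further: higher score means more depolarization so channel activation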
Platelet DG rel: modulates dense granule release in human platelets; human platelet-rich plasma, SFLLRN dense granule ATP release, luminescence; inhibition, %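 (compounds screened at 7.5 µM in platelet-rich plasma)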; 0.22% of 300,000 active; AID 1663;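 active means mean replicate score, as percent of positive control, at or above 50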
RGS4 pot: RGS4 potentiation or activation; HEK293 M3R/inducible RGS4, carbachol calcium flux Fluo4; stronger effect = lower value; B-score at 10 µM; 0.92% of 310,000 active;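 active means B-score of the integrated calcium signal more than 4 SD below the library mean, with starting fluorescence not abnormally high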;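 further: negative B-score means reduced calcium response which marks RGS4 activation or potentiation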
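Material: Inducible-RGS4 HEK293 cells carrying M3 receptor; also added: carbachol at ECmax as muscarinic agonist stimulus; incubation: compound preincubation 20 min at room temperature before agonist; signal: Fluo4-AM (2 µM) calcium-flux fluorescence, kinetic read; measure: integrated calcium ratio converted to B score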
An asterisk follows results filed as active; i = inactive; . = not tested or not shown. The order is random. Share with any hit: about 6.1%.

The line under a structure holds: SKKanGAS inh, HIF act, TRPC6 inhibitor, MrgX1 ag, MrgX1 allo act, RGS4 block, TRPC4 block, MrgX1 antagonist, TRPC6 act, Platelet DG rel, RGS4 pot
CCOC(=O)N1CCC(c2nc3ccccc3[nH]2)CC1
    -1, -37, i, i, i, i, i, i, i, -2, i
C=CCC1(CC=C)CCCN1C(=O)C1CCC(=O)N(CCc2ccc(OC)cc2)C1 (centres undefined)
    4, 4.5, i, i, i, i, i, i, i, 0, i
Cn1c(/C(C#N)=C(\O)c2ccc(Cl)s2)nc2ccccc21
    11, 3.0, i, i, i, i, i, i, i, -3, i
O=C(NC1CC2CCC1C2)c1ccco1 (centres undefined)
    -5, 0.7, i, i, i, i, i, i, i, -3, i
CCC1(C)Cc2c(sc3c2c(=O)n(C)c2nnc(SCc4ccccc4)n32)CO1 (centres undefined)
    1, 0.0, i, i, i, i, i, i, i, -1, i
FC(F)(F)c1cnc(-c2cnc(-c3cccnc3)nc2)c(Cl)c1
    2, 0.0, i, i, i, i, i, i, i, 0, i
Cn1c(SCC(=O)Nc2nnc(-c3ccccc3)o2)nnc1C1CC1
    2, 0.1, i, i, i, i, i, i, i, -5, i
c1ccc(-c2ccccc2OCCN2CCCC2)cc1
    1, -1.5, i, i, i, i, i, i, i, -1, i
COc1cc(C(=O)N2CCSCC2)ccc1OC1CCN(C(C)=O)CC1
    -3, 0.1, i, i, i, i, i, i, i, 11, i
CN1CCCN(C(=O)c2ccc(Cl)cc2)CC1
    6, -17, i, i, i, i, i, i, i, -6, i
COc1ccc(/C=N/NC(=O)c2ccc(Cl)c(S(N)(=O)=O)c2)cc1OCC(N)=O
    1, 0.9, i, i, i, i, i, i, i, 17, i
O=C(Nc1ccc(F)c(F)c1)c1ccc(F)c(S(=O)(=O)N2CCC3(CC2)OCCO3)c1
    5, -0.3, i, i, i, i, i, i, i, -2, i
C/C=C/c1ccc(OCC(O)CN2CCCCCCC2)c(OC)c1 (centres undefined)
    1, -0.8, i, i, i, i, i, i, i, 3, i
CCCc1cc(=O)oc2cc(OCC(=O)NCCCn3ccnc3)c(Cl)cc12
    -1, 0.5, i, i, i, i, i, i, i, 11, i
CCc1ccccc1NC(=O)NNC(=O)CCc1ccccc1
    1, -1.0, i, i, i, i, i, i, i, -6, i
CCOc1ccccc1C1NC(=O)NC(C)=C1C(=O)OC1CCCC1C (centres undefined)
    -1, 0.1, i, i, i, i, i, i, i, 8, i
CCn1ncc(Br)c1C(=O)Nc1ccccc1OC
    13, -0.7, i, i, i, i, i, i, i, 1, i
CCOC(=O)c1cc(S(=O)(=O)NCc2ccco2)cn1C
    -1, -0.2, i, i, i, i, i, i, i, -5, i
Cc1cc(C)nc(SCc2nnc(SCC(=O)OC3CCCCC3)o2)n1
    -7, 0.1, i, i, i, i, i, i, i, -1, i
CC(=O)Nc1ccc(Nc2nc(C)nc3c2nnn3Cc2ccccc2Cl)cc1
    6, -1.4, i, i, i, i, i, i, i, 9, i
CC(C)(C)OC(=O)N[C@@H](Cc1ccccc1)c1nnc(SCC(=O)O)o1
    -1, -0.5, i, i, i, i, i, i, i, 6, i
Cc1cc(NC(=O)CCC(=O)N(CC(=O)NC2CCCC2)Cc2cccs2)no1
    1, 0.0, i, i, i, i, i, i, i, 2, i
CCCOc1ccc(C(=O)CCC(=O)OCC(=O)Nc2ccc(Oc3ccccc3)cc2)cc1
    4, -0.4, i, i, i, i, i, i, i, 4, i
O=C(CSc1nnc2ccc(-c3ccc(F)cc3)nn12)N1CCCC1
    -8, -0.4, i, i, i, i, i, i, i, -6, i
CC/C(=C/c1ccccc1)c1cccc2[nH]c3c(OC)cccc3c12
    99*, -0.1, i, i, i, i, ., i, i, 0, i
Cc1cccnc1CCNC(=O)CC1C(=O)NCCN1CC1CCCCC1 (centres undefined)
    -3, -0.2, i, i, i, i, i, i, i, 1, i
COc1ccc(C)cc1NC(=O)CNc1ccc(C(C)=O)cc1
    8, 0.4, i, i, i, i, i, i, i, 1, i
COc1ccc(S(=O)(=O)C(C#N)c2nc3ccccc3nc2N2CCC(C)CC2)cc1 (centres undefined)
    35, 0.5, i, i, i, i, i, i, i, 4, i
NS(=O)(=O)c1ccc(NC(=O)COC(=O)c2cc3ccccc3oc2=O)cc1
    4, 0.4, i, i, i, i, i, i, i, 0, i
O=C(c1cccs1)N(c1ccc(F)cc1)C1C=CS(=O)(=O)C1 (centres undefined)
    10, 0.3, i, i, i, i, i, i, i, -5, i
O=C(CCCC(=O)N1CCN(c2ccccc2F)CC1)c1ccccc1
    -2, 2.6, i, i, i, i, i, i, i, -3, i
CC(=O)Nc1ccc(Nc2nc(C(F)(F)F)nc3c2nnn3Cc2ccccc2Cl)cc1
    20, -1.5, i, i, i, i, i, i, i, 8, i
COc1cc(NC(=O)c2ccc([N+](=O)[O-])o2)ccc1NC(=O)c1ccco1
    6, -0.8, i, i, i, i, i, i, i, -1, i
O=C(CN(C(=O)CNS(=O)(=O)c1ccccc1)C1CCCC1)NCC1CCCO1 (centres undefined)
    4, 0.2, i, i, i, i, i, i, i, -27, i
COc1ccc(C2N(C(=O)N(C)C)CCN2S(=O)(=O)c2ccc(OC)cc2)cc1 (centres undefined)
    1, -0.2, i, i, i, i, i, i, i, 9, i
Cc1cc(C)c(N(CC(=O)NC(C)(C)C)C(=O)CNC(=O)c2cccs2)c(C)c1
    -4, 0.1, i, i, i, i, i, i, i, 1, i
Cc1nnc(NC(=O)CSc2nnc(CCc3nc4ccccc4[nH]3)n2C)s1
    -10, -0.5, i, i, i, i, i, -4.6*, 14*, -2, i
Cc1cc(NC(=O)Nc2cccc(Cl)c2)n(-c2ccccn2)n1
    -2, 0.3, -5.2*, i, i, i, i, i, i, -7, i
CCOC(=O)c1ccc(NC(=S)Nc2ccccn2)cc1
    8, -1.1, i, i, i, i, i, i, i, ., i
Cc1ccc(C(c2sc3nc(C)nn3c2O)N2CC(C)OC(C)C2)cc1 (centres undefined)
    0, -0.1, i, i, i, i, i, i, i, 4, i
C=C(C)Cn1c(=O)c2c(nc3n2CC(C)CN3Cc2ccccc2)n(C)c1=O (centres undefined)
    0, 0.0, i, i, i, i, i, i, i, 28, i
Cn1c(N)c(C(=O)CSc2nc3ccccc3c(=O)n2Cc2ccccc2)c(=O)n(C)c1=O
    0, 0.8, i, i, i, i, i, i, i, 4, i
CC(C)C[C@@H](CN=[N+]=[N-])N1CCN(Cc2ccccc2)CCC1=O
    3, 0.6, i, i, i, i, i, i, i, 0, i
CCCC(=O)NCCCc1nc2ccccc2n1CC
    -5, -0.3, i, i, i, i, i, i, i, -2, i
Cn1ccs/c1=N\S(=O)(=O)c1ccc(F)cc1
    3, 0.2, i, i, i, i, i, -5*, i, -2, i
O=C(/C=C/c1ccc(Cl)c([N+](=O)[O-])c1)Nc1ccc(NC(=O)c2ccco2)cc1
    -9, -0.4, i, ., ., i, i, ., i, -3, i
Cc1nc2ccccc2n1CC(=O)N/N=C\C=C\c1ccccc1
    2, -0.3, i, i, i, i, i, i, i, -3, i
NNC(=O)c1ccc(CN2CCCCC2)o1
    5, -0.2, i, i, i, i, i, i, i, 3, i
O=C(C1=C[C@@H](c2ccc(C(F)(F)F)cc2)C[C@@H](OCCCCO)O1)N1CCCCCCC1
    0, 1.6, i, i, i, i, i, i, i, -2, i
O=C1CCC(=O)N1c1ccc(S(=O)(=O)N2CCCC2)cc1
    7, -0.1, i, i, i, i, i, i, i, 8, i
O=C1CSC(c2ccccc2)N1c1cccnc1 (centres undefined)
    5, -0.4, i, i, i, i, i, i, i, 5, i
CC1CCN(C(=O)Cn2nnc(-c3ccc(N)cc3)n2)CC1
    -1, 0.4, i, i, i, i, i, i, i, 2, i
COc1ccc(OCC(O)CN2CCN(c3ccc(OC)cc3)CC2)cc1 (centres undefined)
    -4, 1.0, i, i, i, i, i, i, i, 0, i
O=S(=O)(c1ccc(F)cc1)N1CCN(CC(O)COCc2cccs2)CC1 (centres undefined)
    0, 0.4, i, i, i, i, i, i, i, -1, i
CCOc1ccccc1N(CC(=O)Nc1c(C)n(C)n(-c2ccccc2)c1=O)S(=O)(=O)c1ccccc1
    -7, -0.2, i, i, i, i, i, i, i, 7, i
CC(C)OC(=O)c1cccnc1N1CCN(c2cccc(Cl)c2)CC1
    60*, -0.3, i, i, i, i, i, i, i, -1, i
CCC(C)NCCOCCOc1ccc(Cl)cc1Br (centres undefined)
    0, 1.5, i, i, i, i, i, i, i, 2, i
CC(=O)N1CC=CC1(CC(C)C)C(=O)NCc1cc(F)cc(C(F)(F)F)c1 (centres undefined)
    3, -1.8, i, i, i, i, i, i, i, 2, i
O=C(Nn1c(C2CCCCC2)nc2ccccc2c1=O)c1ccc([N+](=O)[O-])cc1Cl
    -3, 0.2, i, i, i, i, i, i, i, 0, i
CC(C)NC(=O)C1CCN(C(=O)c2ccc(-c3ccccc3)cc2)CC1
    -2, -0.1, i, i, i, i, i, i, i, 3, i

The list continues:
The line under a structure holds: SKKanGAS inh, HIF act, TRPC6 inhibitor, MrgX1 ag, MrgX1 allo act, RGS4 block, TRPC4 block, MrgX1 antagonist, TRPC6 act, Platelet DG rel, RGS4 pot
Cc1cc(O)ccc1N=Cc1c(C(F)(F)F)[nH][nH]c1=O
    -1, -0.3, i, i, i, 6.8*, i, i, i, 2, i
CCCCn1c(Nc2ccccc2)nc2ccccc21
    4, -0.3, i, i, i, i, i, i, i, -4, i
COc1cc2c(cc1OC)C(C(=O)NCCN1CCOCC1)C1c3ccccc3CCN1C2=O (centres undefined)
    -2, 0.3, i, i, i, i, i, i, i, ., i
CSc1ccccc1C(=O)NCCOc1cccc(C)c1
    3, 0.7, i, i, i, i, i, i, i, -2, i
CCOc1ccc(NC(=O)CNC(=O)c2nn(-c3ccc(OC)cc3)c(=O)c3ccccc23)cc1
    8, -0.1, i, i, i, i, i, i, i, -2, i
O=C(c1ccc([N+](=O)[O-])cc1)N(C1=NCCCCS1)c1ccccc1
    3, 0.1, i, i, i, i, i, i, i, 2, i
Cc1ccc(OCCC(=O)Nc2ccc(F)c(Cl)c2)cc1
    -8, -0.3, i, i, i, i, i, i, i, -2, i
